MEKK2 WT-MEK5 – raises or lowers MEK5 binding to wildtype human MEKK2 PB1 domain; Q9Y2U5; bead flow cytometry, Alexa488-MEK5 binding to MEKK2 WT; actives lie on both sides; binding response (% of control), % at 10 µM; 290,000 tested, 1.1% active; AID 1531; in the data active = binding response below about 67% or above about 130%
CRFR2-BP antag – blocks CRF-induced signaling of the CRF-BP/CRF-R2 complex. HEK293 CRF-R2/CRF-BP, CRF-induced calcium fluorescence. inhibition, % at 11.8 µM. 350,000 tested, 0.59% active;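 active = inhibition of the ligand-induced calcium signal above about 50% at the single tested concentration, limit read from the data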
MEKK2mut PB1 HTS – signal of MEK5 binding to mutant human MEKK2 PB1 domain | bead flow cytometry, Alexa488-MEK5 binding to MEKK2 mutant | percent response, % at 10 µM | 290,000 tested, 0.35% active; in the data active = percent response above about 24%, passing the limit was not always enough; note: inactives centre near 1; some results filed as inactive read as strong as hits
UBC9 SUMO inh – SUMOylation inhibition; inhibition, % at 35 µM; 290,000 tested, 0.36% active; P63279; HTRF SUMOylation assay, SAE1/SAE2 + UBC9, in vitro; in the data active = inhibition above about 50%, passing the limit was not always enough; note: strong numbers were not always called active
Target sequence (P63279 whole entry, looked up): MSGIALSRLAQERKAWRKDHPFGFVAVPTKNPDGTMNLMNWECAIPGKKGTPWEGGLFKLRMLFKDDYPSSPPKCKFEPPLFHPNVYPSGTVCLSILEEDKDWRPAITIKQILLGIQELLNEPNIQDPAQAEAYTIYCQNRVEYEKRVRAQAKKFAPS
DNA FID counter – displaces DNA intercalator in HCV helicase counter-screen; DNA fluorescent intercalator displacement, fluorescence; inhibition, % at 7.9 µM; 290,000 tested, 0.17% active; in the data active = inhibition above about 37%;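 note: 0% = vehicle and 100% = reference compound; higher means more ethidium bromide displaced from hairpin DNA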
HCV NS3 hel inh – inhibitors of Hepatitis C virus NS3 helicase; NS3 helicase DNA unwinding, Cy5 molecular beacon fluorescence; inhibition, % at 10.9 µM; 290,000 tested, 0.56% active;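 active = inhibition above the mean of all tested compounds plus 3 SD, set per campaign, cut at about 35% in these data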;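 note: 0% = DMSO wells and 100% = thioflavine S control wells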
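Compound dosing – single dose, 10.9 µM nominal final, DMSO 0.8% final · System – NS3 helicase fragment of HCV · Buffer or medium – MOPS pH 6.5, MgCl2, DTT, Tween20, BSA · Signal – Cy5 beacon fluorescence read at start and 1 h · Also added – annealed dual-labelled DNA beacon duplex, ATP-started · Schedule – 1 h at 25 °C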
MEKK3 PB1 HTS – MEKK3-MEK5 PB1 interaction, increase or decrease | Q99759 | bead-based flow cytometry, Alexa488-MEK5 binding to MEKK3; actives lie on both sides; 0 = blocked by unlabeled MEK5, 100 = vehicle | binding response (% of control), % at 10 µM | 290,000 tested, 1.4% active;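 active = binding response more than 3 SD above or below the average of its plate-row segment, actives on both sides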;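 note: Alexa488 bead fluorescence after subtracting the streptavidin-only scavenger bead signal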
Target sequence (Q99759 whole entry, looked up): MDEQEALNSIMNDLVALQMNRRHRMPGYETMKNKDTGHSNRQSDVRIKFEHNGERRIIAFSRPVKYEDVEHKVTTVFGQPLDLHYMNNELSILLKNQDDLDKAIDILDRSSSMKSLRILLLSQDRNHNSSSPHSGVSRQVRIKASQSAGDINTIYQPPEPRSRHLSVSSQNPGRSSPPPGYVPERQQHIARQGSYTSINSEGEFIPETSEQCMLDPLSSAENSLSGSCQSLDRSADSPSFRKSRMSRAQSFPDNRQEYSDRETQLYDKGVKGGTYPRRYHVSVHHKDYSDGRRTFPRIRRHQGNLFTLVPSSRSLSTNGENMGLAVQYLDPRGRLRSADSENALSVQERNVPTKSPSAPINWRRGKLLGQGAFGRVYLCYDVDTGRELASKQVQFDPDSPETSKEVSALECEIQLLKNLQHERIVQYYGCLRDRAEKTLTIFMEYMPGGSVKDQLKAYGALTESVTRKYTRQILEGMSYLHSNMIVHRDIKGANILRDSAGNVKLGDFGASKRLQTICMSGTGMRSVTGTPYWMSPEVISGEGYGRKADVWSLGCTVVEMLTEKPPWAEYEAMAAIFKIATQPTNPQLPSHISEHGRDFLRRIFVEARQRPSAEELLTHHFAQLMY
CRFR2-BP ag – agonists of human CRF-binding protein/CRF-R2 receptor complex; activation, % at 13.2 µM; HEK293 CRF-R2/CRF-BP, calcium dye fluorescence (FLIPR); percent of saturating CRF peptide response; 350,000 tested, 0.46% active;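 active = activation of at least 50%, plus an integration ratio under a set limit after plate pattern correction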;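 note: plate controls were neutral control wells without compound for no effect and CRF at EC100 for full effect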
GalR3 antag – human GalR3 antagonism; O60755; HEK293 GalR3-CNG cAMP membrane potential fluorescence; galR3 body fused to GalR1 C-terminus; inhibition, % at 3 µM; 360,000 tested, 0.44% active; AID 651719;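 active = inhibition above the screen-wide average plus 3 SD, cut at about 13% in these data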;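 note: forskolin and galanin both at EC90 stimulate the cells; cAMP rise reported by CNG channel membrane potential dye signal; 0% = forskolin plus galanin with DMSO and 100% = forskolin alone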
Target sequence (O60755 1-299 limits assumed): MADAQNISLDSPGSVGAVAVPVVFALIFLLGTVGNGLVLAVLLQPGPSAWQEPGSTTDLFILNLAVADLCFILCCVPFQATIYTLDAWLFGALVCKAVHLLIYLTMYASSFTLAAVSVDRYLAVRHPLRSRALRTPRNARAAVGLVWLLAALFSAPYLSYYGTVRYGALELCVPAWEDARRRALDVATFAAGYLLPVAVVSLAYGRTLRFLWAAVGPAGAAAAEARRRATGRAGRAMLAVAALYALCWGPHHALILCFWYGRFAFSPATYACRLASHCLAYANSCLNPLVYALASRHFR
Numbers without * were called inactive; / = not tested or not shown.

SMILES	MEKK2 WT-MEK5	CRFR2-BP antag	MEKK2mut PB1 HTS	UBC9 SUMO inh	DNA FID counter	HCV NS3 hel inh	MEKK3 PB1 HTS	CRFR2-BP ag	GalR3 antag
C[C@H]1CCC[C@@H](O)CCC/C=C/c2cc(O)cc(O)c2C(=O)O1	93	-31	-9	-10	-2	1	97	-1.4	-3
O=c1c2cc(Cl)cc(Cl)c2nc(CN2CCOCC2)n1-c1ccccc1F	110	-3	4	-11	-4	2	110	-2.1	-4
O=C(Nc1ccc(Cl)cc1)OC1CN2CCC1CC2 (configuration not stated)	93	-1	-8	10	8	-3	86	3.2	-3
CCN1C[C@@]2(COC)C3[C@@H](OC)[C@H]4[C@@H]1[C@@]3(C1C[C@H]3[C@H](OC(=O)c5ccccc5)C1[C@]4(OC(C)=O)C[C@H]3OC)[C@@H](OC)C[C@H]2O (some centres not stated)	98	6	2	/	/	/	102	-0.7	/
COc1cccc(CC(=O)N(C)C2CCCN(Cc3ccccc3F)C2)c1 (configuration not stated)	99	6	-2	12	-11	-2	100	-2.8	-6
Cc1cc(Oc2cc(NN3CCCCC3)c([N+](=O)[O-])cc2[N+](=O)[O-])ccc1[N+](=O)[O-]	103	17	-4	-9	-1	0	100	0.7	-3
CC(C)(C)NC(=S)N1CCn2cccc2C1c1cccnc1 (configuration not stated)	102	4	1	20	8	-1	103	-1.0	-1
CCc1ccccc1NC(=O)CNC1CCCCC1	99	7	-3	-10	10	6	102	-0.4	-4
CC(=O)c1ccc2c(c1)OCO2	84	-3	3	16	3	-11	66	-1.1	-3
O=c1[nH]c(CN2CC=C(c3ccccc3)CC2)nc2cc(C(F)(F)F)ccc12	101	-3	5	1	1	-12	101	2.9	1
CC(C)NS(=O)(=O)c1ccc(OCC(=O)N2CCN(Cc3ccccc3)CC2)c(Cl)c1	93	-21	-9	-6	-18	2	89	-0.1	1
COc1ccc(C(=O)CN2CCCCC2)cc1	90	7	-11	25	4	-6	96	-0.2	-6
COc1ccccc1-n1c(-c2cccs2)nc2ccccc2c1=O	75	0	-23	9	-16	-6	66	-2.6	-13
CC(NC1CCCCC1)C(O)C12CC3CC(CC(C3)C1)C2 (configuration not stated)	105	-34	4	9	6	-10	103	0.2	-6
CCc1n[nH]c(CCN)n1	107	-4	3	8	4	7	106	-1.3	-3
CC(C)c1ccc(-n2c(O)c(/C=N/N3CCOCC3)c(=O)[nH]c2=S)cc1	96	2	-17	16	-10	13	88	-0.2	-4
COc1ccccc1-n1c(/C=C/c2ccccn2)nc2ccccc2c1=O	103	-16	8	12	-30	9	108	1.1	-10
CC(=O)OC1(c2ccccc2)CCN(C2CCCCC2)CC1C (configuration not stated)	101	14	12	6	0	-12	103	-2.7	/
Cn1c(O)c(/C=C2\N=c3ccccc3=C2CCNC(=S)NC2CC2)c(=O)n(C)c1=O	90	-30	-6	53	-8	-11	94	-4.3	-1
O=C(/C=C/c1ccc2c(c1)OCO2)c1c(O)n(CCc2ccccc2)c(=O)[nH]c1=O	100	-15	0	-1	-3	5	100	6.5	-3
O=C1OCc2cc(N=Nc3c(O)[nH]c(=O)[nH]c3=O)ccc21	96	-3	-7	2	1	1	95	0.1	0
CN1C(=O)N(C)C(=O)C(CCc2ccccn2)(CCc2ccccn2)C1=O	103	-4	3	-11	-4	3	106	0.9	-3
O=S(=O)(F)c1ccc2nc(-c3cccc(Sc4ccccc4)c3)cc(Cl)c2c1	94	-23	2	5	-2	-13	96	11	-4
N#CCCn1cc(C(=O)Nc2ccc(F)cc2)c(-c2ccc([N+](=O)[O-])cc2)n1	103	8	8	16	5	0	102	2.5	-2
CCOC(=O)N(C)c1ccc(C(O)(C(=O)OCC)C(F)(F)F)cc1 (configuration not stated)	99	5	5	-10	-11	-1	100	-0.4	-5

Further results
SMILES	MEKK2 WT-MEK5	CRFR2-BP antag	MEKK2mut PB1 HTS	UBC9 SUMO inh	DNA FID counter	HCV NS3 hel inh	MEKK3 PB1 HTS	CRFR2-BP ag	GalR3 antag
C=CCn1c(O)c(C=Nc2ccc(F)cc2)c(=O)[nH]c1=O	104	-1	7	5	-2	6	103	-0.8	-10
COCCOC(=O)C1=C(N)Oc2c(c(=O)oc3ccccc23)[C@@]12C(=O)Nc1ccccc12	109	4	2	-2	/	/	103	-0.5	1
Cn1c(O)c(C=NCCN2CCOCC2)c(=O)n(C)c1=S	99	-10	-2	-17	-4	10	101	0.6	-1
CC1CC2(O)c3no[n+]([O-])c3CCC2N1O (configuration not stated)	82	-1	-13	20	9	-4	75	0.4	-6
CCCOc1ccccc1NP(=O)(Oc1ccccc1)Oc1ccccc1	104	-13	4	-4	-20	-7	104	3.8	-9
COc1ccc(CNCCc2c[nH]c3ccccc23)c(OC)c1C	121	-16	17	2	13	-31	104	-1.4	-6
CN(C)C1C(=O)C(C(N)=O)=C(O)C2(O)C(=O)C3=C(O)c4c(O)cccc4C(C)(O)C3CC12 (configuration not stated)	105	19	5	25	0	42*	102	1.3	/
CCOC(=O)C1CCN(C(C)C(=O)c2c(C)[nH]c3cc(C)ccc23)CC1 (configuration not stated)	102	0	7	20	16	10	98	2.2	-3
Cc1cccc(CCNCc2cc3cc(C)cc(C)c3[nH]c2=O)c1	103	-14	0	4	-3	-1	96	1.1	-5
CCOc1ccc(NC(=O)CCNC(=O)N2C[C@H]3C[C@@H](C2)c2cccc(=O)n2C3)cc1	99	9	0	8	-12	-15	100	-0.4	0
CCN1CCN(c2ccc(N)cc2C)CC1	116	6	3	2	3	-8	103	-0.8	-1
O=c1[nH]c2ccccc2c(=O)n1-c1cccc(Cl)c1	108	-5	3	-13	1	-2	107	3.9	2
CCOc1cccc(N2C(=O)/C(=C/c3ccco3)C(=O)NC2=S)c1	108	0	11	16	-9	19	108	0.2	-8
O=C(CCl)NCC1CCCO1 (configuration not stated)	96	8	-4	11	-1	-3	103	3.9	-3
CC(=NCCCn1ccnc1)c1c(O)n(-c2ccccc2)c(=O)[nH]c1=O	82	-3	-8	13	-3	-28	78	0.9	2
CCOc1ccc2nc(N=Nc3c(O)[nH]c(=S)[nH]c3=O)sc2c1	103	21	2	-3	-1	8	102	-1.0	-3
NCCc1c[nH]c2ccc(F)cc12	102	/	3	-18	6	-4	98	/	/
Brc1ccc(C2N3CCCN23)cc1 (configuration not stated)	104	-4	2	1	-2	6	104	-1.8	2
COc1cccc(C(=O)C2CN(C)CC2c2ccc(Cl)cc2)c1 (configuration not stated)	105	-15	2	8	10	-9	97	-0.2	-7
CN1CCN(Cc2nc3ccccc3c(=O)[nH]2)CC1	102	-14	8	3	3	5	103	1.4	-6
CCCCCn1c(=O)c(C(=O)Nc2ncccc2C)c(O)c2ccccc21	115	2	8	20	-24	-20	112	2.2	-11
CCOC(=O)[C@]1(C#N)[C@@H]2C=CC(C(N)=O)=CN2[C@@H](C(N)=O)[C@@H]1c1ccc(F)cc1	97	-3	1	7	2	2	99	4.3	-3
O=c1[nH]c(=O)n(Cc2ccc(F)cc2)c(O)c1C=NCc1cccnc1	113	-12	9	4	-5	6	114	-0.6	-2
O=C(CNC(=O)c1ccccc1)Nc1ccc(Br)cc1C(=O)c1ccccc1	108	8	8	-4	-21	-3	108	-2.3	-7
CC1C(c2cccs2)=[N+]([O-])C(C)(C(=O)c2ccc(F)cc2)N1O (configuration not stated)	101	-1	2	/	-3	1	105	-2.6	-7

Next part:
SMILES	MEKK2 WT-MEK5	CRFR2-BP antag	MEKK2mut PB1 HTS	UBC9 SUMO inh	DNA FID counter	HCV NS3 hel inh	MEKK3 PB1 HTS	CRFR2-BP ag	GalR3 antag
O=c1[nH]c(O)c(Cc2ccc3c(c2)OCO3)c(=O)[nH]1	104	-4	7	-4	-4	-22	103	-1.3	0
NCCc1ccccc1	107	-8	2	/	/	/	105	-0.1	-1
COc1ccc(CNCCc2c(C)[nH]c3ccc(OC(F)(F)F)cc23)c(OC)c1	139*	-12	19	-1	28	-92	95	0.8	24*
C[C@H]1O[C@@H](O[C@H]2[C@@H](O)C[C@H](O[C@H]3[C@@H](O)C[C@H](O[C@H]4CC[C@@]5(C)[C@H](CC[C@@H]6[C@@H]5CC[C@]5(C)[C@@H](C7=CC(=O)OC7)CC[C@]65O)C4)O[C@@H]3C)O[C@@H]2C)C[C@H](O)[C@@H]1O	104	-15	5	-8	-22	-2	109	5.8	/
OC1(c2ccccc2)CCNC2CCCCC21 (configuration not stated)	106	-21	1	-1	-1	11	103	3.6	-11
Cc1cccc(OP(=O)(Nc2ccc(F)cc2)Oc2cccc(C)c2)c1	93	-14	-8	-11	-25	-24	100	7.6	-5
CC(=O)c1ccc(NC2=NCCCS2)cc1	104	5	2	20	-3	5	99	-1.0	-8
CC(=NCc1ccco1)c1c(O)n(-c2ccccc2)c(=O)[nH]c1=O	94	-33	-5	1	-11	3	96	-0.9	-7
C=CCn1c(O)c(/C(C)=N/NC(=S)Nc2ccccc2)c(=O)[nH]c1=O	60	9	-4	-3	-13	17	62	1.5	-7
COc1ccc(OCC(=O)N2CCN(CC3CC4C=CC3C4)CC2)cc1 (configuration not stated)	104	0	0	21	7	1	98	-1.8	-1
CCC(=NCc1cccnc1)c1c(O)n(-c2ccccc2)c(=O)[nH]c1=O	95	8	-8	12	-6	12	95	0.6	-3
Cc1ccc(N2C(=O)CC(=O)NC2=O)c(C)c1	102	57*	-5	-9	1	24	99	-1.0	-7
CCCCCCN1CCN(c2ccccc2Cl)CC1	107	-16	6	0	6	-18	112	2.3	-6
Cc1nn(C2CCOC(C)(C)C2)c2c1C(c1ccc(OC(C)C)cc1)SCC(=O)N2 (configuration not stated)	98	-21	1	-18	-34	0	99	-4.9	-5
CCC(C)N1Cc2ccccc2C1=N (configuration not stated)	98	10	-4	19	1	-7	97	0.7	-10
CCCCn1c(O)c(C=Nc2c(C)n(C)n(-c3ccccc3)c2=O)c(=O)[nH]c1=O	109	20	2	4	-2	1	110	-1.4	-4
CCN(CC)c1ccc(CNCCc2ccccc2F)cc1	113	-19	3	-10	13	-16	105	-0.6	-7
C=CCn1c(O)c(C(C)=NCCCO)c(=O)[nH]c1=O	87	1	-13	-5	-8	6	85	1.3	-1
O=c1c2ccccc2[se]n1-c1ccccc1	115	27	14	-14	-1	-1	117	-0.6	-3
COc1cc(OC)c(C=O)c(OC(=O)N(C)C)c1	102	4	-1	14	-1	1	99	-1.0	3
COC(=O)C1=C(c2cccc(OC)c2OC)C[C@@H]2CC[C@H]1N2C(=O)NCCO	107	6	6	/	/	/	109	-0.3	-2
CC/C(=N\NC(=O)c1ccccc1Cl)c1c(O)n(C2CCCCC2)c(=O)[nH]c1=O	103	-3	1	3	-49	8	100	0.6	1
O=C(C[n+]1ccn(CCCNP2(=O)C=C(c3ccccc3)OC(c3ccccc3)=C2)c1)c1ccccc1	125	17	10	-6	19	-59	101	4.7	-8
Cc1cccc(N2C(=O)NC(=O)/C(=C\c3cccn3-c3ccc(Cl)cc3)C2=O)c1	102	-31	1	-3	-20	17	102	8.8	0
NS(=O)(=O)c1ccc(N=Nc2c(O)[nH]c(=S)[nH]c2=O)cc1	102	4	-4	-18	-1	23	100	-1.2	-4

Two entries from above in a different format:
Below each SMILES: MEKK2 WT-MEK5	CRFR2-BP antag	MEKK2mut PB1 HTS	UBC9 SUMO inh	DNA FID counter	HCV NS3 hel inh	MEKK3 PB1 HTS	CRFR2-BP ag	GalR3 antag
> C=CCn1c(O)c(C(C)=NCCCO)c(=O)[nH]c1=O
    87	1	-13	-5	-8	6	85	1.3	-1
> O=c1c2ccccc2[se]n1-c1ccccc1
    115	27	14	-14	-1	-1	117	-0.6	-3

Screening results: PubChem, several laboratories

An excerpt; rates above refer to the full screens.
